Screening data deposited in PubChem BioAssay by National Center for Advancing Translational Sciences (NCATS).
JMJD2A Tudor = blocks the human JMJD2A Tudor domain; O75164; AlphaScreen JMJD2A-Tudor / H3K4me3 peptide binding; Potency, µM (top dose mostly 114 µM), for the others: top-dose activity change, negative = inhibition, hits mostly inhibitors; hit rate 4.4% among 390,000; note: potency is the fitted concentration of half-maximal effect; % is set by controls: 0 for no effect and ±100 for the full control effect; nearly all actives have a fitted effect of over 50% in size
Pin1 inhibitor = blocks the human prolyl isomerase Pin1; Q13526; Pin1 FP peptide displacement, HiFluor488, 10 min; Potency, µM (doses to about 115 µM), without a hit: top-dose activity, negative = inhibition, hits mostly inhibitors; hit rate 0.009% among 390,000; AID 504891; active = well fitted inhibition curve with a large enough effect in the polarisation, with a control signal flat, not every such curve was filed as active; inconclusive = small, poorly fitted or top-dose-only effect, or effect the other way, or a change in a side signal; inactive = no such curve, though single readings can be large or run the other way; the % refers to the polarisation; note: potency is the fitted concentration of half-maximal effect; % is set by controls: 0 for no effect and ±100 for the full control effect
GLS inh = glutaminase GLS (human) inhibition; hit rate 0.21% among 410,000; GLS enzymatic activity, qHTS titration; Potency, µM (doses to about 45.5 µM), inactives show at the highest dose activity change, negative = inhibition, hits mostly inhibitors; O94925; note: potency is the fitted concentration of half-maximal effect; % is set by controls: 0 for no effect and ±100 for the full control effect
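Enzyme dispensed in phosphate buffer (45 mM, pH 8.2, 0.02% Tween-20), compounds pinned in, then 1 mM L-glutamine solution and the glutamate oxidase–HRP–Amplex Red mix added; fluorescence read immediately and again after 30 min at room temperature.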
G9a inh = blocks human histone lysine methyltransferase G9a; Q96KQ7; hit rate 8.8% among 350,000; Potency, µM (titrated, usually from 102 µM), for the others: at the highest dose activity, negative = inhibition, hits mostly inhibitors; G9a H3K9 monomethylation, AlphaScreen, 2 h; note: potency is the fitted concentration of half-maximal effect; % is set by controls: 0 for no effect and ±100 for the full control effect; nearly all actives have a fitted effect of over 75% in size
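Chemiluminescent proximity detection of H3K9 monomethylation, read after 10 min bead incubation in the dark. Reaction: 20 nM G9a, 500 nM biotin-H3K9 peptide, 20 uM SAM cofactor, 2 h, room temperature, following 15 min enzyme-compound preincubation.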
BAZ2B block = inhibitors of human BAZ2B bromodomain; Potency, µM (titrated, usually from 114 µM), for the others: at the top dose activity change, negative = inhibition, most hits filed as inhibitors; AlphaScreen BAZ2B-H3K14Ac peptide displacement; Q9UIF8; hit rate 4.4% among 360,000; note: potency is the fitted concentration of half-maximal effect; % is set by controls: 0 for no effect and ±100 for the full control effect; nearly all actives have a fitted effect of over 60% in size
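BAZ2B (50 nM) with biotin-H3(5-23)K14Ac peptide (50 nM) in PBS pH 7.4, 0.01% Tween-20, preformed 30 min, then compound 30 min at room temperature; top concentration 110uM. AlphaScreen streptavidin donor/nickel chelate acceptor beads (10 ug/mL final), 20 min dark, signal read.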
ERG-DNA inh = inhibitors of human ERG Ets domain-DNA interaction. P11308. fluorescence polarization, His-ERG Ets domain / labelled DNA. Potency, µM (highest dose often 76.9 µM), without a hit: at the top dose FP activity, negative = inhibition, usual class: inhibitors. hit rate 0.028% among 370,000. AID 624246; active = well fitted inhibition curve with a large enough effect in the polarisation, with a control signal flat; inconclusive = small, poorly fitted or top-dose-only effect, or effect the other way, or a change in a side signal; inactive = no such curve, though single readings can be large or run the other way; the % refers to the polarisation;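 note: polarization taken with two DNA probes labelled with fluorescein and Texas red; potency is the fitted concentration of half-maximal effect; % of control where 0% means no effect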
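His-tagged ERG Ets domain (1 uM in the protein solution; 300mM KCl, 50mM Tris-HCl, 1mM EDTA, 1mM DTT, pH 7.5) received compound, then a probe mix of 5 nM fluorescein-DNA and 100nM Texas-615-DNA. Fluorescence polarization was read for both dyes.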
Tb PGK inh = blocks T. brucei phosphoglycerate kinase; PGK/GAPDH coupled, Kinase-Glo luminescence, 60 min; Potency, µM (titrated, usually from 57.5 µM), inactives show at the top dose activity change, negative = inhibition, usual class: inhibitors; hit rate 0.043% among 380,000; AID 602233; note: potency is the fitted concentration of half-maximal effect; % is set by controls: 0 for no effect and ±100 for the full control effect; nearly all actives have a fitted effect of over 60% in size
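Luminescent ATP detection (Kinase-Glo Plus) follows a 60-minute room-temperature incubation, with wells lacking PGK as controls. Buffer: 100 mM TEA (pH 7.6), 5 mM MgCl2, 0.01% Tween-20. Coupling enzyme GAPDH (100 nM final) supplies unstable 1,3-BPG in-well.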
HP1b binding inh = blocks HP1-beta chromodomain binding to methylated histone tails; AlphaScreen HP1-beta / biotin-H3K9me3 peptide binding; P83916; AID 540317; Potency, µM (top dose mostly 114 µM), for the others: top-dose activity change, negative = inhibition, most hits filed as inhibitors; hit rate 0.56% among 390,000; note: potency is the fitted concentration of half-maximal effect; nearly all actives have a fitted effect of over 70% in size; inactives centre near 23
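AlphaScreen: HP1-beta (50 nM) preformed 30 min with biotin-H3(1-18)K9me3 peptide (50 nM) in PBS pH 7.4, 0.01% Tween-20. Compound added for 30 min at RT, then streptavidin donor/nickel chelate acceptor beads (10 ug/mL) for 30 min.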
PI4K2A inh = inhibitors of human PI4K2A; Q9BTU6; purified PI4K2A, ADP-Glo luminescence, 1 h; stronger effect = lower value; activity change, negative = inhibition, % at 76.9 µM; hit rate 0.13% among 420,000; AID 1346378; in the data active = activity change below about -50%; inconclusive = mostly about -30% to -49%;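 note: -100% = wells without enzyme as full effect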
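Compounds are screened against recombinant PI4K2A using PI as substrate and ATP, the latter dispensed at 300 microM. Reactions run one hour at ambient temperature before ADP-Glo detection; full inhibition defined by wells lacking enzyme.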
The depositor's hits bear a star; i = inactive; ? = inconclusive; . = not tested or not shown; [ ] = dose if it differs, or a comment. Unless noted, calls come from the whole dose curve; as a rule, active = well fitted curve in the direction sought with a large enough effect; inconclusive = small, poorly fitted or top-dose-only effect, or another doubt; inactive = no such curve, though single readings can be large; an effect the other way counts as inactive or inconclusive.

smiles | JMJD2A Tudor | Pin1 inhibitor | GLS inh | G9a inh | BAZ2B block | ERG-DNA inh | Tb PGK inh | HP1b binding inh | PI4K2A inh
COc1ccc(C2C(C(C)=O)=C(O)C(=O)N2c2ccccn2)cc1 (stereo unspecified) | -19% | -3% | 0% | -14% | -5% | 0% | 7% | -9% | 3
NS(=O)(=O)c1ccc(CNC(=O)C(Cc2ccccc2)NS(=O)(=O)c2ccccc2F)cc1 (stereo unspecified) | -6% | ? | -2% | 28% | -13% | -2% | 1% | 42%[activator] | -3
CC(OC(=O)c1ccccc1NCCO)C(=O)NC1CCCCC1C (stereo unspecified) | -3% | 3% | 5% | ? | -6% | . | 2% | 52% | -6
CCCCC1=CC2=CC(=O)C(C)(OC(=O)CC)C(=O)C2=CO1 (stereo unspecified) | ? | ? | ? | . | . | 32%[activator] | -18% | ? | -16
CC(C)Sc1nc(-c2ccccc2)cc(=O)[nH]1 | -10% | -2% | 2% | 35µM* | -32% | 4% | -6% | 11% | -5
Cc1ccc(NC(=O)CSc2nccc(=O)[nH]2)c(S(=O)(=O)N2CCOCC2)c1 | -9% | -8% | 10% | ? | 4% | 4% | -9% | 36% | -7
Cc1sc2ncnc(OCC(=O)c3ccc(S(=O)(=O)N4CCCC4)cc3)c2c1C | -22% | 19% | 3% | ? | -4% | -15% | 3% | 12% | -1
CCOc1cc(C2CC(=O)NC3=C2C(=O)C(C(=O)OC)C(C)C3)cc(Br)c1O (stereo unspecified) | -15% | -4% | 3% | 45µM* | -7% | 0% | -7% | 18% | 4
CCOC(=O)N1CCC(NC(=O)CSCc2nc(-c3ccc(OC)cc3)oc2C)CC1 | -22% | -8% | -1% | 9% | -13% | 2% | 0% | -7% | 8
CC(=O)Nc1cccc(/C(C)=N/NC(=O)c2ccc(CN3CCOCC3)cc2)c1 | -9% | -14% | 11% | -22% | 3% | 3% | -4% | -10% | 4
Cn1cncc1C(=O)c1ccccc1 | -20% | 0% | 0% | -8%[12.7 µM] | 0% | 5% | -5% | 19% | 1
Nc1nc2ccccc2cc1S(=O)(=O)c1ccccc1 | 26% | -1% | 79%[activator] | 54%[activator] | 20% | 5% | -1% | 45%[activator] | 2
COc1ccc(-c2nc(CN3CCCC(C(=O)NC4CCCC4)C3)c(C)o2)cc1 (stereo unspecified) | 9% | -2% | 3% | -47% | -3% | -1% | -6% | 16% | 0
COc1cc(C2CC(=O)NC(SCC(=O)Nc3ccccc3C)=C2C#N)ccc1O (stereo unspecified) | -9% | 0% | 24% | -4%[59 µM] | -6% | 12% | -7% | 26% | 3
CCc1nn(CC(=O)NCCCOC)c(=O)c2cc3occc3n12 | 5% | -2% | -15% | 8%[59 µM] | -2% | -1% | i | 6% | 5
Cc1ccccc1Nc1cc(C(=O)NCC2CCCO2)c2ccccc2n1 (stereo unspecified) | -21%[11.4 µM] | -1% | ? | -4% | 0% | 11% | -1% | 5% | -2
CC1=Nc2ccccc2/C1=C\c1nc(-c2ccccc2)oc1O | ? | ? | -6% | ? | ? | -1% | 0% | 5% | 3
CC1(C)CC2(CC(c3ccccc3F)c3cc(Cl)c(O)cc3O2)NC(=S)N1 (stereo unspecified) | -17%[11.4 µM] | 3% | -13% | ? | . | 15% | -4% | ? | -6
Cc1ccc(NC(=O)CN2C(=O)c3ccccc3C2=O)nc1 | -17%[57.1 µM] | -2% | -5% | 0% | -25% | -7% | -4% | 17% | -6
c1ccc(-c2cnc(CN3CCN(c4ccccc4)CC3)o2)cc1 | -26% | -9% | -10% | 15% | -29% | 0% | 3% | -3% | 3
N#CCSc1nc(-c2ccccc2)c2cc(Cl)ccc2n1 | 2% | 5% | -2% | -14%[59 µM] | -2% | -2% | 1% | 38% | 0
Cc1cc(N=Cc2c(O)ccc3ccccc23)no1 | 28µM* | -10% | 18% | 1.1µM* | 6% | -3% | -10% | -10% | 1
COc1ccc(OC)c(C2NC(=O)NC(C)=C2C(=O)Nc2ccc(C)cc2)c1 (stereo unspecified) | -15% | -2% | 2% | -5%[59 µM] | . | 2% | 1% | 21% | 4
O=C(CN1C(=O)C2CCCCC2C1=O)N1CCN(c2ccc(F)cc2)CC1 (stereo unspecified) | -16% | ? | 17% | 9% | 2% | 2% | 1% | -13% | 6
CCOC(=O)c1ccc(NC(=O)CCCc2nc(-c3cc(OC)c(OC)c(OC)c3)no2)cc1 | -16% | -3% | -2% | 5%[59 µM] | -3% | 2% | -8% | 5% | 3
Cc1ccc(OCC(O)CN2CCN(c3ccccc3)CC2)cc1 (stereo unspecified) | -19% | 5% | 55%[activator] | 19% | -7% | 4% | 0% | 10% | 6
O=C(NC(=S)NCc1ccccc1Cl)c1cccs1 | -21% | 4% | 12% | . | . | 0% | 7% | 3% | 2
COc1ccc(-n2c(C)nn(CCOc3ccccc3)c2=O)cc1 | -8% | 0% | -1% | 0% | -8% | 8% | -6% | 21% | 0
CCOC(=O)CSc1nnc(CNC(=O)c2ccc(S(=O)(=O)N(C)C)cc2)n1C | -7% | 1% | 2% | -6% | -8% | -1% | . | 26% | 0
N#C/C(=C\c1ccc(N2CCOCC2)o1)C(=O)NCCc1ccccc1 | -32% | ? | -3% | 32µM* | -27% | 11% | 9% | 21% | -3
C[C@H](NC(=O)C1CC(=O)N(c2ccc3c(c2)OCCO3)C1)C(=O)N1CCC(C(=O)O)CC1 (stereo partly specified) | 1% | -5% | -15% | -9%[0.0925 µM] | -1% | -2% | 10% | 22% | 0
CC(=O)N1CC2(C)CN(C(C)=O)CC(C)(C1)C2 | 0% | -6% | -4% | 9%[59 µM] | 3% | -4% | i | 27% | -6
COC(=O)c1ccccc1NC(=O)Cc1noc2ccc(C)cc12 | -29% | 0% | 0% | -2%[59 µM] | -12% | 3% | i | 0% | 1
CC(C)(C)C(=O)CCN1C(=O)C2(OCCO2)c2ccccc21 | 8% | 2% | -1% | 6%[59 µM] | -3% | 6% | 4% | 39% | -8
O=C(COc1ccc(S(=O)(=O)N2CCOCC2)cc1)N1CCc2ccccc2C1 | -4% | 14% | 1% | 1% | 18% | 1% | -8% | 17% | -6
CC(C)NC(=O)CC(=O)N/N=C/c1cccs1 | -3% | 2% | -3% | ? | -35% | -18% | -9% | 19% | 1
COc1cccc(-c2cc(C(=O)Nc3c(C)n(C)n(-c4ccccc4)c3=O)no2)c1 | 11%[57.1 µM] | -2% | 11% | 12%[12.7 µM] | 7% | 12% | -7% | 27% | 4
COc1ccc(-c2nn(-c3ccccc3)cc2C(=O)Nc2cccc(C(=O)O)c2)cc1[N+](=O)[O-] | 50µM* | 1% | -13% | . | 40µM* | 42%[activator] | -19% | -28% | 2
CCOC(=O)c1cc(S(=O)(=O)N2CCN(c3ccc(C(C)=O)cc3)CC2)[nH]n1 | -9% | 2% | -11% | 13µM* | ? | 0% | -10% | 21%[57 µM] | -2
O=C(CN1C(=O)NC2(CCOc3ccccc32)C1=O)c1ccc(F)c(F)c1 (stereo unspecified) | -16% | 11% | 6% | 10% | -4% | -2% | 0% | 23% | 1
O=C(CC1N=C2c3ccccc3N=C(SCc3ccccc3F)N2C1=O)NCCc1ccccc1 (stereo unspecified) | -21% | 32%[activator] | 15% | 7%[59 µM] | -1% | -1% | -12% | 38% | -8
Cc1ccc(CC2S/C(=N/N=C/c3ccco3)NC2=O)cc1 (stereo unspecified) | -13% | -2% | -10% | 3% | -16% | 3% | -3% | 26% | 4
O=C(/C=C/c1ccco1)c1ccc(NC(=O)C23CC4CC(CC(C4)C2)C3)cc1 | ? | 6% | -7% | 4.5µM* | 35µM* | -13% | -6% | ? | -21
FC(F)(F)c1ccccc1NC(=S)NN=C1CCCCCC1 | 50µM* | -1% | 8% | 8.9µM* | 50µM* | 0% | -3% | -16% | 1
COc1ccc2oc(=O)c(C(=O)NCCc3c(C)[nH]c4ccc(C)cc34)cc2c1 | ? | 5% | 8% | ? | 25µM* | 0% | -1% | ? | -2
Cc1ccc(NC(=O)c2ccc(OC(=S)N3CCOCC3)cc2)cc1 | -7% | -1% | 4% | 3%[59 µM] | -4% | -10% | 3% | 27% | -1
N#Cc1c(NC(=O)C2CC=CCC2C(=O)O)sc2c1CCCCCC2 (stereo unspecified) | ? | 4% | 6% | -15%[59 µM] | -38% | -10% | ? | -6% | 4
Cc1ccnc(NC(=O)c2cc([N+](=O)[O-])cc([N+](=O)[O-])c2)c1 | -28% | 4% | 8% | ? | -15% | 11% | 2% | 18% | 12
O=C(NC1CCSc2ccccc21)c1ccccc1Cl (stereo unspecified) | -19% | 3% | 11% | . | -8% | -4% | i | 31% | -6

Entries of single compounds as entered above:
Listed for CCOC(=O)CSc1nnc(CNC(=O)c2ccc(S(=O)(=O)N(C)C)cc2)n1C = JMJD2A Tudor: -7%; Pin1 inhibitor: 1%; GLS inh: 2%; G9a inh: -6%; BAZ2B block: -8%; ERG-DNA inh: -1%; Tb PGK inh: .; HP1b binding inh: 26%; PI4K2A inh: 0
Listed for N#Cc1c(NC(=O)C2CC=CCC2C(=O)O)sc2c1CCCCCC2 (stereo unspecified) = JMJD2A Tudor: ?; Pin1 inhibitor: 4%; GLS inh: 6%; G9a inh: -15%[59 µM]; BAZ2B block: -38%; ERG-DNA inh: -10%; Tb PGK inh: ?; HP1b binding inh: -6%; PI4K2A inh: 4
